Assay outcomes as filed in PubChem.
AID2073 – inhibitors of Mint1-CaV2.2 protein interaction, biochemical, HTRF (AID 2073); inhibition, % at 20 µM, or IC50 in µM where a hit was titrated; hit rate 0.19% among 290,000; HTRF protein-protein interaction, Mint1-CaV2.2; higher % means a stronger effect; Voltage-dependent N-type calcium channel subunit alpha-1B (Homo sapiens); in the data active means inhibition mostly above about 51%, no sharp cut-off; inconclusive means no clear call, values can overlap the other calls; inactive means mostly below about 53%; further: some results filed as inactive read as strong as hits
GPR55 LPI antagonism – GPR55 antagonists blocking LPI-driven arrestin recruitment, primary screen, imaging, U2OS, beta-arrestin-GFP, LPI agonist (AID 2013); hit rate 0.13% among 290,000; inhibition, % at 10 µM; hits with a dose series show IC50 in µM; G-protein coupled receptor 55 (Homo sapiens); U2OS GPR55 beta-arrestin-GFP translocation imaging, LPI antagonism; higher % means a stronger effect;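 active means spots per cell inhibited over 60%, with over 100 cells counted and total cytoplasm intensity under 500,000; inconclusive means wells with under 100 cells, flagged as likely toxic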;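 further: U2OS cells stably carrying GPR55 and arrestin-GFP stimulated by 5 µM LPI near EC80; imaged beta-arrestin-GFP aggregate spots per cell after agonist stimulation; plate controls were LPI-stimulated DMSO wells for no effect and DMSO wells without LPI for full effect; some results filed as inactive read as strong as hits; confirmed hits need IC50 under 10 µM and bright autofluorescent wells are also inconclusive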
GPR35 arrestin U2OS – GPR35 antagonists blocking zaprinast-driven arrestin recruitment, primary screen, imaging, U2OS, beta-arrestin-GFP, zaprinast agonist (AID 2058). G-protein coupled receptor 35 (Homo sapiens). U2OS GPR35 beta-arrestin-GFP translocation imaging, zaprinast antagonism; higher % means a stronger effect. inhibition, % at 10 µM; hits with a dose series show IC50 in µM. hit rate 0.052% among 290,000;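 active means inhibition of at least 50% with at least 30 cells and total cytoplasm GFP at most 10,000,000; inconclusive means under 30 cells or total GFP of 10,000,000 plus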
Dengue-2 NS5 capping – Dengue-2 NS5 methyltransferase inhibitors, primary screen, biochemical, confirmation dose response (AID 588689); Dengue-2 NS5 methyltransferase capping enzyme assay, biochemical; higher % means a stronger effect; inhibition, % at 25 µM; hits with a dose series show IC50 in µM; hit rate 0.3% among 340,000; in the data active means a potency from the dose series; inconclusive means inhibition above about 29% without an active follow-up result
Siah-1 displacement – Siah-1 peptide-binding antagonists, primary screen, biochemical, fluorescence polarization, rhodamine-plectin, uHTS (AID 1817); E3 ubiquitin-protein ligase SIAH1 (Homo sapiens); Siah-1 / rhodamine-plectin peptide fluorescence polarization; higher % means a stronger effect; displacement, % at 20 µM, or IC50 in µM where a hit was titrated; hit rate 0.02% among 290,000;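 active means displacement of at least 50% at 20 µM, with a fluorescence ratio check between 0.3 and a set limit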;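 further: plate controls were Siah plus tracer with DMSO for no effect and tracer alone without Siah for full effect; strong numbers were not always called active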
HIV peptide binding – inhibitors of HIV fusion peptide binding, primary screen, biochemical, uHTS, fluorescence dequenching (AID 1986) | inhibition, % at 20 µM, or IC50 in µM where a hit was titrated | cell-free peptide binding, fluorescence dequenching, 30 min; higher % means a stronger effect | hit rate 0.3% among 290,000; in the data active means inhibition mostly above about 52%, no sharp cut-off; inactive means mostly below about 76%; further: some results filed as inactive read as strong as hits
NTR1 agonist – agonists of NTR1, primary screen, imaging, U2OS cells, beta-arrestin-GFP, high content (AID 493036) | Neurotensin receptor type 1 (Homo sapiens), P30989 | NTR1-U2OS beta-arrestin-GFP spot imaging, agonist mode | activation, % at 20 µM | hit rate 0.17% among 330,000;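 active means activation at or above 40% of the spot to cytoplasm intensity ratio, with at least 20 cells analyzed; inconclusive means wells under 20 cells, flagged as cytotoxic or low count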;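 further: 0% = DMSO without peptide and 100% = 100 nM NTR1 peptide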
Target sequence (P30989 whole entry, looked up): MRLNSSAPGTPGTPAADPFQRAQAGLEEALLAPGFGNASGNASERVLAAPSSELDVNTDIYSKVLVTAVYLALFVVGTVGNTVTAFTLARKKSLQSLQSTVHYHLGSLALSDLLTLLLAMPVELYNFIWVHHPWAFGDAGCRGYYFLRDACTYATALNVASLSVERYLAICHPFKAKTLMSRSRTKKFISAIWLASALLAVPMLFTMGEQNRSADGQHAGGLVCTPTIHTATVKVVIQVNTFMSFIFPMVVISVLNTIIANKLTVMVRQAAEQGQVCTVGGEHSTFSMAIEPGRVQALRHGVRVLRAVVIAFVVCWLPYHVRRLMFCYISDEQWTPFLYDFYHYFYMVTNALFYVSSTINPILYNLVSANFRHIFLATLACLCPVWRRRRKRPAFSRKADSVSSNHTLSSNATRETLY
UTI89 phage lysis – inhibition of K1F phage lysis, E. coli UTI89, bacterial capsule biogenesis inhibitors, alamar blue (AID 488966); E. coli UTI89 K1F phage lysis, alamar blue, 2 h; higher % means a stronger effect; inhibition, % at 100 µM, or IC50 in µM where a hit was titrated; hit rate 0.02% among 340,000;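 active means phage lysis inhibition, versus mean bacterial control, above a set limit; inconclusive means no clear call, values can overlap the other calls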;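 further: capsule biogenesis inhibitors block K1F phage lysis so surviving cells raise fluorescence; higher fluorescence means more inhibition of phage lysis; actives were called in the ten point dose series up to 300 µM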
GPR55 activation – GPR55 agonists via beta-arrestin recruitment, primary screen, imaging, U2OS cells, beta-arrestin-GFP redistribution (AID 1961) | G-protein coupled receptor 55 (Homo sapiens) | U2OS GPR55 beta-arrestin-GFP redistribution imaging; higher % means a stronger effect | activation, % at 10 µM; hits with a dose series show EC50 in µM | hit rate 0.048% among 290,000;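 active means activation above 40% with more than 50 cells counted in the well; inconclusive means wells holding fewer than 50 cells, flagged as toxic or sparse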;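 further: U2OS osteosarcoma cells stably expressing GPR55 and beta-arrestin-GFP; plate controls were DMSO negative control for no effect and LPI positive control for full effect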
NTR1 agonist cell count 20 µM – recorded beside NTR1 agonist, whose call it bears; cell count; measured here: cell count, cytotoxicity flag
Dengue-2 NS5 capping pilot replicate – also measured in Dengue-2 NS5 capping; calls as there; inhibition, %; measured here: pilot screen replicate inhibition
* hit, by the source's call; ? = inconclusive; . = no result given; [ ] = dose if it differs, or a comment.

SMILES	AID2073	GPR55 LPI antagonism	GPR35 arrestin U2OS	Dengue-2 NS5 capping	Siah-1 displacement	HIV peptide binding	NTR1 agonist	NTR1 agonist cell count 20 µM	UTI89 phage lysis	GPR55 activation	others
O=C(NCCc1ccc(F)cc1)Nc1ccccc1Cl	4%	-4%	-4%	-2%	-3%	-0.8%	-0.5	52	-0.6%[50 µM]	-0.1%
Cc1ccccc1C(=NCCCN(C)C)c1ccccc1C	-10%	8%	2%	-6%	-2%	-0.3%	-2.6	49	6.2%	-0.3%
CC(NC(=O)c1cc(S(=O)(=O)N2CCCC2)cn1C)c1ccccc1 (stereo unspecified)	-2%	-7%	3%	-1%	-3%	0.3%	-0.6	54	0.0%	-0.1%
O=C(NCc1cccs1)c1ccc(CS(=O)(=O)c2ccc(Cl)cc2)o1	-4%	4%	14%	3%	2%	0.9%	3.7	74	1.2%	-0.1%
COC(=O)c1ccc(N2CCc3ccccc32)c([N+](=O)[O-])c1	6%	-7%	-6%	4%	0%	-5.3%	2.5	96	0.0%	0.0%
Cc1nc2c(C)cccc2cc1C(=O)N/N=C/c1cccnc1	8%	6%	4%	-2%	-1%	-0.2%	-1.0	57	-0.1%	0.6%
O=C(NC12CC3CC(CC(C3)C1)C2)N1CCN(C(=O)C2CCCO2)CC1 (stereo unspecified)	20%	3%	2%	-6%	7%	-0.9%	1.3	67	2.4%[50 µM]	-0.1%
CN(Cc1ccccc1)C(=S)NC(=O)c1cccs1	-23%	9%	-14%	1%	1%	1.1%	1.1	56	1.5%[50 µM]	0.3%
C#Cc1cccc(-n2nnc(C(C)=O)c2C)c1	-13%	1%	-7%	-5%	1%	-1.1%	0.4	44	0.7%	-0.2%
CCC(=O)c1cc2c(cc1NC(=O)c1ccc(C)cc1)OCCO2	18%	10%	12%	-5%	-1%	0.1%	7.6	111	3.2%	-0.1%

Continued, overlapping the part above by 4 compounds.
SMILES	AID2073	GPR55 LPI antagonism	GPR35 arrestin U2OS	Dengue-2 NS5 capping	Siah-1 displacement	HIV peptide binding	NTR1 agonist	NTR1 agonist cell count 20 µM	UTI89 phage lysis	GPR55 activation	others
O=C(NC12CC3CC(CC(C3)C1)C2)N1CCN(C(=O)C2CCCO2)CC1 (stereo unspecified)	20%	3%	2%	-6%	7%	-0.9%	1.3	67	2.4%[50 µM]	-0.1%
CN(Cc1ccccc1)C(=S)NC(=O)c1cccs1	-23%	9%	-14%	1%	1%	1.1%	1.1	56	1.5%[50 µM]	0.3%
C#Cc1cccc(-n2nnc(C(C)=O)c2C)c1	-13%	1%	-7%	-5%	1%	-1.1%	0.4	44	0.7%	-0.2%
CCC(=O)c1cc2c(cc1NC(=O)c1ccc(C)cc1)OCCO2	18%	10%	12%	-5%	-1%	0.1%	7.6	111	3.2%	-0.1%
COc1ccc(C2N=C(c3ccccc3)NC(c3ccccc3)=N2)cc1	-7%	10%	4%	0%	5%	0.2%	3.7	50	0.3%	-0.4%
Fc1ccc(NCc2nnc3n2CCCCC3)cc1	5%	2%	-7%	-13%	0%	1.9%	1.2	43	0.5%	-0.2%
CCOc1ccc(CNC(=O)c2ccccc2NC(=O)C2=CSCCO2)cc1	13%	12%	1%	3%	-1%	0.8%	0.3	69	0.2%	0.0%
CCN(CC)CC(=O)N1CCCC(N2CCN(c3cccc(C(F)(F)F)c3)CC2)C1 (stereo unspecified)	-7%	0%	-11%	-6%	1%	-0.4%	2.3	53	-0.5%	0.0%
COc1ccc(NC(=S)NNS(=O)(=O)c2ccc3ccccc3c2)c(OC)c1	-1%	5%	18%	4%	-3%	-1.2%	-0.6	32	1.1%	0.2%
CN(CC(=O)NCc1ccc(F)cc1)S(=O)(=O)c1ccc2c(c1)c(=O)n(C)c(=O)n2C	15%	-8%	6%	-9%	3%	0.5%	1.9	54	0.2%	-0.2%
CN(C)S(=O)(=O)c1cccc(NC(=O)CSc2nncn2-c2ccccc2)c1	-2%	-8%	10%	0%	1%	-2.6%	1.2	54	0.5%	-0.1%
COc1cccc(-c2cc(N)nn2C(=O)Nc2ccc(Cl)cc2)c1	6%	5%	1%	-2%	3%	-1.0%	0.1	66	0.0%	1.3%
CCCN1CCc2c(sc3nc(SC)n(-c4ccccc4)c(=O)c23)C1	3%	5%	5%	-8%	8%	14%	1.4	79	0.1%	0.8%
CCOC(=O)C1CCCN(C(=O)Cc2ccc(OC)c(OC)c2)C1 (stereo unspecified)	-3%	14%	7%	4%	-3%	1.6%	-0.1	93	0.1%	-0.1%
COCC(=O)Oc1c(S(=O)(=O)c2ccc(C)cc2)c(C)nn1C(C)(C)C	14%	7%	14%	2%	7%	2.0%	0.6	84	-0.1%	-0.1%
CN(C)c1nc(C#N)nc(N(C)C)n1	?	-6%	8%	-6%	10%	3.3%	2.1	51	0.0%	-0.3%
COc1ccc(Nc2nc(NCc3ccco3)nc(N/N=C/c3ccccc3)n2)cc1	21%	-15%	7%	-10%	-6%	1.0%	1.1	60	0.5%	0.2%
Clc1ccc(-c2nnn(Cc3nc4ccccc4s3)n2)cc1	-3%	-3%	6%	2%	3%	-1.9%	1.0	88	0.5%	-1.0%
COCCN(CCOC)C(=O)CC(=O)N(CCOC)CCOC	5%	7%	-7%	-3%	-1%	1.4%	0.8	51	0.6%	-0.1%	Dengue-2 NS5 capping pilot replicate=0.6
Cc1c(NC(=O)C(C)OC(=O)c2c3c(nc4ccccc24)CCC3)c(=O)n(-c2ccccc2)n1C (stereo unspecified)	27%	2%	-5%	0%	2%	15%	1.7	65	1.6%	-0.2%
CCc1ccc2[nH]c(=O)c(CN(CCCN3CCOCC3)C(=O)Nc3ccc(F)cc3)cc2c1	-8%	0%	19%	-6%	1%	-3.6%	2.9	48	0.5%	-0.2%
CC(=O)N(C)C1=C(O)c2ccccc2C(=O)C1=O	-7%	-2%	10%	-6%	0%	-1.3%	-1.2	88	0.7%	0.0%
CCO[C@@H]1OC(C(=O)NC2CC2)=C[C@H](c2ccc(Br)cc2)[C@H]1CCCO	-8%	5%	-6%	-2%	2%	0.6%	-1.5	96	0.8%	-0.1%
O=C(Nc1ccc(S(=O)(=O)Nc2nccs2)cc1)c1cccc(F)c1	-4%	-1%	0%	-13%	2%	3.9%	0.4	47	-0.1%	-0.1%

3 entries from above, arranged by number of heavy atoms, largest number first.
SMILES	AID2073	GPR55 LPI antagonism	GPR35 arrestin U2OS	Dengue-2 NS5 capping	Siah-1 displacement	HIV peptide binding	NTR1 agonist	NTR1 agonist cell count 20 µM	UTI89 phage lysis	GPR55 activation	others
Cc1c(NC(=O)C(C)OC(=O)c2c3c(nc4ccccc24)CCC3)c(=O)n(-c2ccccc2)n1C (stereo unspecified)	27%	2%	-5%	0%	2%	15%	1.7	65	1.6%	-0.2%
COc1ccc(Nc2nc(NCc3ccco3)nc(N/N=C/c3ccccc3)n2)cc1	21%	-15%	7%	-10%	-6%	1.0%	1.1	60	0.5%	0.2%
COCC(=O)Oc1c(S(=O)(=O)c2ccc(C)cc2)c(C)nn1C(C)(C)C	14%	7%	14%	2%	7%	2.0%	0.6	84	-0.1%	-0.1%

(cont.)
SMILES	AID2073	GPR55 LPI antagonism	GPR35 arrestin U2OS	Dengue-2 NS5 capping	Siah-1 displacement	HIV peptide binding	NTR1 agonist	NTR1 agonist cell count 20 µM	UTI89 phage lysis	GPR55 activation	others
COc1ccc(-c2ccnc3nc(/N=C/N(C)C)nn23)cc1	?	5%	-9%	.	23%	-0.4%	0.3	103	.	0.1%
COc1ccc(NC(=O)Cn2c(-c3ccccc3)cc(C(C)=O)c2C)c(OC)c1	-17%	15%	15%	-2%	-7%	-0.3%	-1.6	80	-0.1%	0.2%
COc1ccc(-c2cc(=O)oc3cc(OCC(=O)NCCN4CCOCC4)ccc23)cc1	10%	16%	11%	-5%	16%	1.1%	-0.9	47	0.2%	-0.2%
O=C(NC1=NCCS1)c1cc(-c2ccc(F)cc2)nc2ccccc12	3%	11%	-9%	-3%	1%	1.7%	1.8	55	6.5%	-0.2%
O=C1[C@@H]2CSCN2C(=O)CN1Cc1c(F)cccc1Cl	8%	8%	-5%	-1%	7%	1.7%	1.2	66	0.2%	0.3%
Cc1ccc(/C=N/NC(=O)c2nnn(-c3nonc3N)c2CSc2ccc(Cl)cc2)o1	-10%	15%	-4%	-4%	-3%	-0.6%	5.9	50	0.1%	-0.1%
O=C(CSc1nc2ccccc2[nH]1)NCc1ccco1	6%	2%	-6%	-2%	-4%	18%	0.7	53	1.8%	-0.2%
COc1ccccc1CNc1nc2ccccc2n1CCN1CCCCC1	-8%	1%	1%	-3%	-1%	-1.4%	0.2	53	0.3%	0.6%
Cc1cc(S(=O)(=O)NCc2ccccc2)ccc1OCC(=O)N1CCOCC1	0%	5%	-12%	-4%	4%	-1.0%	1.3	37	1.4%	-0.1%
CCCNC(=O)C(NS(=O)(=O)c1cccc2nsnc12)c1ccccc1 (stereo unspecified)	2%	16%	6%	2%	1%	-2.0%	-1.4	83	0.1%	0.0%
Cc1ccc(C(C)C)c(OCC(=O)NNC(=O)C(C(C)C)N2C(=O)c3ccccc3C2=O)c1 (stereo unspecified)	3%	7%	-18%	-5%	-2%	-2.0%	-0.1	44	0.0%	0.2%
